Assay outcomes deposited in PubChem by several laboratories.
RAM network inh – inhibitors of the yeast RAM network, primary screen, dse1pr::URA3 reporter, 5-FOA selection. 190,000 tested, 1.8% active. S. cerevisiae dse1pr::URA3 reporter, 5-FOA growth OD615, 2 d; analog-sensitive cbk1-as2 kinase mutant strain. inhibition, % at 50 µM;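 active means inhibition above a set limit, 3 SD over mean compound inhibition, cut at about 8.4% in these data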;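 further: 0% = DMSO-only wells with no growth and 100% = 10 µM 1-NA-PP1 full growth; inhibition rescues growth on 5-FOA so higher OD means more RAM inhibition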
PMI act – activators of human PMI, primary screen, biochemical, fluorescence intensity, near-Km mannose 6-phosphate; activation factor at 20 µM; purified human PMI, coupled resazurin fluorescence, 20 min; stronger effect = higher value; 1 = vehicle control, 0 substrate-free wells; Mannose-6-phosphate isomerase (Homo sapiens), P34949; 190,000 tested, 0.005% active;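 active means activation factor of 2 or more at 20 µM, relative to plate controls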
Target sequence (P34949 whole entry, looked up): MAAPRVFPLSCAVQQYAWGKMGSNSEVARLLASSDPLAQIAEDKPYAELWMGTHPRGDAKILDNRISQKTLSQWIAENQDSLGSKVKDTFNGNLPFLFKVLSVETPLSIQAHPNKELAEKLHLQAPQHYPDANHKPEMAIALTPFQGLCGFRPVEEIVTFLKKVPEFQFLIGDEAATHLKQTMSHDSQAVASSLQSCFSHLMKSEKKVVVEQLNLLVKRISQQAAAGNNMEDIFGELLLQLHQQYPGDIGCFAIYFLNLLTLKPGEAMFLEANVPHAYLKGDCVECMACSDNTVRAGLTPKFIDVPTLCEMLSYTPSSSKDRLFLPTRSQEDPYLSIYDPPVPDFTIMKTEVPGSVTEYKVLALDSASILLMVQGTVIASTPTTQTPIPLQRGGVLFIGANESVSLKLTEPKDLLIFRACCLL
TNAP inh no acc – human TNAP enzyme inhibitors, primary screen, biochemical, luminescent, no phosphate acceptor, uHTS; purified TNAP, CDP-star luminescence, 30 min; AID 1012, 2008; inhibition, % at 20 µM; 200,000 tested, 0.26% active; Alkaline phosphatase, tissue-nonspecific isozyme (Homo sapiens), P05186;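 active means tissue-nonspecific alkaline phosphatase inhibition above about 50% at 20 µM in the single-dose screen, limit read from the data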;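 further: 0% = DMSO negative control and 100% = EDTA positive control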
PMI act satM6P – human PMI activators, high substrate, primary screen, biochemical, fluorescence intensity, near-saturating mannose 6-phosphate. AID 1216, 2008. Mannose-6-phosphate isomerase (Homo sapiens), P34949. 190,000 tested, 0.34% active. coupled PMI enzyme assay, resazurin fluorescence, 20 min; stronger effect = higher value; 1 = untreated enzyme, 0 = substrate-free blank. activation factor at 20 µM;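 active means activation factor of 2 or more at 20 µM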
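assay system = human phosphomannose isomerase with PGI, G6PDH, diaphorase coupling enzymes | quantity = 15 ng/mL PMI | incubation = enzyme reaction with compound 20 min at room temperature | medium = HEPES pH 7.4 buffer with MgCl2 and Tween-20 | compound dosing = one concentration, 20 µM, in 1% DMSO | measured by = Diaphorase-driven resazurin-to-resorufin fluorescence, excitation 544, emission 590 nm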
L major viab – Leishmania major promastigote growth inhibition, primary screen; Leishmania major promastigotes, resazurin fluorescence viability; inhibition, % at 10 µM; 200,000 tested, 9% active; AID 1063, 2008; in the data active means inhibition above about 50%;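 further: promastigotes grown with compound for 44 hours at 28 °C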
HMGR II inh – inhibitors of E. faecalis class II HMGR, primary screen, biochemical, Enterococcus faecalis; purified E. faecalis HMGR, NADPH absorbance 340 nm kinetic; HMG-CoA reductase (Enterococcus faecalis, mvaE); 190,000 tested, 0.41% active; inhibition, % at 10 µM;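 active means inhibition above a set limit, the median over all tested compounds plus 3 SD, cut at about 9.5% in these data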;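 further: enzyme runs in reverse so mevalonate oxidation gives rising NADPH absorbance; 0% = complete reaction with DMSO and 100% = background rate lacking mevalonate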
TNAP inh hi DEA – human TNAP enzyme inhibitors, primary screen, biochemical, luminescent, high phosphate acceptor level, uHTS | Alkaline phosphatase, tissue-nonspecific isozyme (Homo sapiens), P05186 | purified TNAP, CDP-star luminescence, 1 M DEA | inhibition, % at 20 µM | 200,000 tested, 0.03% active | AID 1135, 2008;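 active means over 50% inhibition of tissue-nonspecific alkaline phosphatase at 20 µM in the single-dose screen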;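 further: plate controls were DMSO wells for no effect and EDTA-quenched wells as full inhibition for full effect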
S1P3 antag – S1P3 receptor antagonists, primary screen, cell-based | CHO S1P3 NFAT-BLA reporter, FRET fluorescence, antagonist mode | 170,000 tested, 0.27% active | inhibition, % at 4.98 µM;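 active means inhibition above the plate cutoff, the mean inhibition of test wells on that plate plus 3 SD, cut at about 28% in these data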;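 further: cells challenged with S1P at its EC80 of 0.8 µM; blue over green emission ratio from cleaved BLA substrate after 4 h stimulation; 0% = S1P-stimulated wells and 100% = unstimulated DMSO-only wells; some compounds past the cut are filed as inactive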
Target sequence (Q99500 whole entry, looked up): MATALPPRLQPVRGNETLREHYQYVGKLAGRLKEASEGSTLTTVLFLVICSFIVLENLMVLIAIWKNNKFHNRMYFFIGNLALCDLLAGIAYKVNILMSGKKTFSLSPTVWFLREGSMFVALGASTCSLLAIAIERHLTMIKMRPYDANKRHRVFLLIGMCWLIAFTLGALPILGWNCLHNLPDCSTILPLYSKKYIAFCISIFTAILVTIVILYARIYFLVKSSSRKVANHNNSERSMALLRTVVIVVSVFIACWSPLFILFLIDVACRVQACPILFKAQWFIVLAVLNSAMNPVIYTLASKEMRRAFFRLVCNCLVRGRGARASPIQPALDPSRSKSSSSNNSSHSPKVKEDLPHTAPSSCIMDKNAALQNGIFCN
DTT redox prof – compounds producing H2O2 with reducing agent – biochemical, NIH compound library profiling, artefact control for MLSCN library redox annotation, primary screen; DTT-dependent redox cycling H2O2, phenol red/HRP absorbance; 100% = 100 µM peroxide control, 0% = buffer; activation, % at 10 µM; 200,000 tested, 0.03% active;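 active means activation of at least 50% relative to the plate's high and low controls in the primary single-dose screen; inactive means activation below 50%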;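 further: compound incubated with DTT at 0.8 mM final as the reducing agent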
Hsp70 act – Hsp70 transcriptional activators, primary screen, cell-based, HeLa, Hsp70 promoter luciferase, luminescence, 10 µM. HeLa Hsp70 promoter luciferase reporter; scaled: vehicle 0, proteasome-inhibitor control 100%. AID 1203, 2008. activation, % at 10 µM. 200,000 tested, 0.04% active;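 active means activation above the mean across all tested compounds plus 3 SD, cutoff set per campaign, cut at about 5.5% in these data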;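 further: 100% = MG132 at 30 µM as the positive control and 0% = DMSO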
* = called active by the depositor; / = no result given.

SMILES	RAM network inh	PMI act	TNAP inh no acc	PMI act satM6P	L major viab	HMGR II inh	TNAP inh hi DEA	S1P3 antag	DTT redox prof	Hsp70 act
COc1ccc(N=CC2=C(O)CCCC2=O)cc1	1.6	0.9	-10.7	0.9	4.7	-4.4	-3.4	28.2	0.2	0.0
C/C(N)=C(/C#N)C(=O)CSc1nnc(C)n1-c1ccccc1	-0.4	1	1.7	1	3.4	0.8	2.0	-5.6	-1.5	-0.1
Cc1cc(=O)n(-c2ccc(Cl)cc2)c(=O)[nH]1	1.2	1	-16.2	0.9	-4.3	-3.7	-3.4	-3.5	-1.4	-0.3
N/C(=N\OC(=O)C12CC3CC(CC(C3)C1)C2)c1ccccc1	0.7	0.9	-9.2	0.9	13.5	-8.7	-1.6	/	0.6	0.0
CCCCNC(=O)N1CCN(C(=O)C2CCCO2)CC1 (stereo unspecified)	0.1	1	-12.0	1	-2.2	-1.1	-5.4	5.5	-0.1	-0.1
COc1ccc(-c2cn3c(C)c(C(=O)Nc4cccc(NC(C)=O)c4)sc3n2)cc1	6.6	1.1	-10.3	1	12.4	-2.2	-2.6	37.3	3.2	-0.3
CC(c1cccnc1)N(CCN(C)C)C(=O)Nc1ccc(Cl)cc1 (stereo unspecified)	1.0	1	-10.5	1	-0.6	4.9	0.5	/	-2.1	-0.2
CC(=O)NC(Cc1ccc(C(C)C)cc1)C(=O)NC1CCN(c2nc(C)cc(C)n2)CC1 (stereo unspecified)	0.1	0.9	-11.6	0.9	10.4	5.2	-8.6	4.9	-0.1	-0.3
COc1ccc(CNC2=CC(=O)CC(C)(C)C2)cc1	0.3	1.1	-3.4	1.1	-2.4	4.6	-8.0	20.4	-0.6	0.1
CC1CCC(C(=O)NC(C(=O)N2CCc3ccccc3C2)C(C)C)CC1 (stereo unspecified)	5.0	1	-18.1	1	6.1	0.5	-5.7	/	0.0	-0.2
Cc1noc(C)c1CC(=O)N1CCCC(C(=O)c2ccc(C(C)(C)C)cc2)C1 (stereo unspecified)	1.9	0.9	-8.9	0.8	4.5	-3.0	-8.9	13.9	-1.3	-0.1
CCCc1nnc(NC(=O)CCC(=O)N2CCCCC2CC)s1 (stereo unspecified)	0.6	1	-11.1	1	-6.2	3.7	-3.7	0.9	-3.4	-0.1
CCN(CC)C(=O)C(=O)Nc1ccc(F)c(Cl)c1	2.2	1	-8.7	1	3.3	-7.3	-1.9	-15.7	1.3	-0.1
CS/C(=N\NC(N)=O)c1ccccc1	-1.4	1.1	-8.2	1.1	47.7	-4.7	-2.3	-4.2	0.5	-0.6
CC(=O)N1CCN(CC(=O)Nc2c(Cl)ccc(C)c2Cl)CC1	0.6	1	-13.6	1	-0.8	-5.0	-2.6	-1.5	-0.4	-0.1
CC(C)(C)NC(=O)C(c1ccc(F)cc1)N(Cc1cccs1)C(=O)c1ccc(CN2CCOCC2)o1 (stereo unspecified)	-0.8	1	-8.3	1	0.4	-1.0	-2.0	-6.9	0.0	-0.1
COc1ccc(NCc2nnc(SCC(=O)Nc3ccc(OC)cc3OC)o2)cc1	2.1	1	-15.6	0.9	-4.1	-1.2	-0.3	-2.8	0.0	-0.3
Cc1cccc(C)c1Nc1c(-c2ccsc2)nc2ncccn12	3.0	1	2.7	1	80.2*	1.2	-2.0	-4.2	-0.6	-0.2
CN1CCN(c2ccccc2NC(=O)Cc2cn(C)c3ccccc23)CC1	-0.6	1	-15.0	1	6.0	-9.8	-10.1	3.6	-0.4	0.3
CN(C(=O)c1ccncc1)c1nnc(-c2cnccn2)s1	-0.2	1	-8.5	1	-3.6	-1.9	-1.0	-0.3	-0.2	-0.4
O=C(Nc1ccncc1)Nc1ccc(F)c(Cl)c1	0.1	0.8	-5.1	0.9	44.3	-4.2	-3.7	15.2	0.3	0.1
CN(CCC(=O)Nc1ccc(Br)cc1)Cc1ccccc1	0.8	0.8	-6.5	0.9	10.3	-8.3	-2.3	/	0.0	-0.1
CC1Cc2nc(SCC(=O)N3CCCC3)n(C)c(=O)c2S1 (stereo unspecified)	0.1	0.9	-12.3	0.9	-5.6	0.3	-2.3	-34.2	-0.2	-0.1
CC1CCc2c(sc(NS(=O)(=O)c3ccccc3)c2C(=O)OC(C)C)C1 (stereo unspecified)	0.7	0.9	-11.5	0.8	-6.7	-12.7	-3.2	/	-0.1	-0.1
COc1ccc(C(C)=O)cc1COC(=O)c1cccc(N(C)C)c1	1.2	1.1	8.0	1.1	-6.5	-4.2	-4.6	14.9	0.3	-0.2
O=C(Nc1ccccc1)OCC1CCCN2CCCCC12 (stereo unspecified)	1.2	1	-10.5	1.1	1.7	-0.8	-3.2	/	-0.1	0.1
O=C(O)c1cc(CN2CCOCC2)oc1-c1ccccc1	0.8	1	-11.1	1.1	-6.0	-16.1	-0.8	-13.0	0.8	0.1
CCCn1c(O)c(CN2CCCCC2)c(C)c(C#N)c1=O	1.9	0.8	-4.7	0.4	2.6	0.5	1.8	15.9	-0.6	-0.1
COC(=O)C1=CNC=C(C(=O)OC)C1c1cccc(OC)c1	-0.1	0.9	-15.5	0.9	-9.9	-2.5	-1.8	11.7	0.8	0.1
CN(C)CCn1c(C(=O)O)cc2ccccc21	1.0	1	-6.5	1	-3.3	-3.8	0.8	-25.6	-0.4	-0.3
Nn1c(COc2ccc(Cl)cc2)nc2ccccc2c1=O	-0.3	1	-9.1	0.9	40.7	-4.1	-4.8	-10.0	0.1	-0.1
CCC(C)NC(=O)CC(c1ccccc1)c1cc(C)ccc1O (stereo unspecified)	-1.0	1	-5.2	1	2.5	-3.3	-1.1	-34.9	-3.9	-0.1
CC(Cc1c[nH]c2ccccc12)NC(=O)C1CCCNC1=O (stereo unspecified)	3.4	1.1	-9.0	1.1	-0.4	0.9	-2.1	6.3	2.2	-0.4
CN(C)c1nc(N)nc(CSc2n[nH]c(-c3ccccc3)n2)n1	-0.8	1	67.8*	0.9	-1.1	-1.8	-0.4	34.2	0.4	0.1
COC(=O)N/N=C/c1cccnc1	1.6	1	-4.8	1	23.0	3.6	-1.6	-6.0	0.0	-0.3
O=C(CSc1nc2ccccc2s1)NNC(=S)Nc1ccccc1	4.1	0.9	-3.4	0.9	-3.2	-3.9	-8.1	-4.9	-0.6	-0.4
CCCCc1c(O)n2c(nc3ccccc32)[nH]c1=O	2.0	1	26.2	1	-11.6	-1.4	-5.8	-11.9	-2.9	-0.1
CCc1ccc(C2=CC(c3cc(Br)ccc3F)n3ncnc3N2)cc1 (stereo unspecified)	4.2	1.4	2.6	1.6	3.5	2.0	3.0	/	-3.3	0.0
CCCc1noc2c1/C(=N\O)CC(CC(C)SCC)C2 (stereo unspecified)	2.7	0.9	-2.8	0.9	7.3	-1.6	-2.7	28.6	-0.4	-0.2
COc1ccc(NC(=O)CN2c3cccc4cccc(c34)S2(=O)=O)c(OC)c1	0.0	0.8	-7.2	0.9	31.2	4.2	-1.0	/	0.2	-0.3
CCOc1ccc(OCCSc2nc(-c3ccccc3)cc(=O)[nH]2)cc1	0.4	1.1	-10.4	1	-5.6	-0.3	0.5	-0.2	-0.2	0.4
S=c1[nH]nc(Cn2nnc3ccccc32)n1-c1ccc(Cl)cc1	1.8	0.9	1.6	1	-4.5	-2.9	-3.3	-10.6	0.5	-0.2
COc1ccc(N(C(=O)c2ccco2)C(C(=O)NC2CCCC2)c2cccs2)cc1OC (stereo unspecified)	1.5	1.2	-2.7	0.8	-5.4	-4.4	-1.2	/	-0.7	-0.1
Cc1csc(NC(=O)CSc2nnc(CCNC(=O)c3cccs3)n2C)n1	-0.1	1.2	-3.0	1.1	-0.1	-4.6	-5.8	/	3.1	-0.3
COc1ccc(CCN=C(C)C2=C(O)C(c3ccccc3)OC2=O)cc1OC (stereo unspecified)	0.0	1	-5.8	1.1	-7.3	2.3	0.6	-8.7	-0.4	-0.1
Cc1ccc(N(Cc2cc3ccccc3[nH]c2=O)S(C)(=O)=O)cc1	2.5	1	-6.7	1.1	-1.4	2.1	-3.6	-2.6	0.0	-0.5
Cc1ccc(C)c(-n2c(CNc3ccc(F)cc3)nnc2SCC(N)=O)c1	0.6	1	-9.8	0.9	0.4	-0.1	-12.3	11.2	-0.9	-0.2
CCN(CC)CCCNC(=O)CSc1nc2c(c(C(F)(F)F)n1)CCc1ccccc1-2	1.6	1	-1.0	1	59.8*	-9.0	1.1	-12.4	-1.4	-0.3
O=C(CC1CCCC1)Nc1nc2ccccc2[nH]1	0.6	1	-51.5	1.1	42.7	0.0	-6.0	-1.2	1.1	0.9
COc1cc(C2/C(=C(/O)c3ccccc3)C(=O)C(=O)N2c2ccccn2)ccc1O (stereo unspecified)	7.0	1	0.9	0.8	-6.8	-6.9	2.2	-6.7	0.2	-0.2
CC(=O)N(Cc1ccco1)C1(C(=O)NC2CCCC2)CCCCC1	2.3	0.9	-10.7	0.9	9.2	-9.0	-3.7	/	0.1	0.0
S=C(Nc1ccc2c(c1)OCO2)Nc1ccc2c(c1)OCO2	2.5	0.6	-13.0	0.4	8.3	5.4	1.0	7.1	0.8	-0.4
CCC1CCC(C(=O)NNC(=O)OC)CC1 (stereo unspecified)	-0.8	1	-7.5	1	-1.4	2.1	-1.1	0.8	-0.1	-0.5
COCC(=O)n1nc(-c2ccc(C)cc2)nc1NCc1ccc(F)cc1	2.9	1	-0.3	1	4.0	7.2	-4.9	5.1	-0.1	-0.2
CCCc1n(CC(O)COCC2CC=CCC2)c2ccccc2[n+]1C (stereo unspecified)	1.2	/	-12.7	/	15.2	-4.7	-3.5	-18.0	1.8	-0.1
O=C(CCN1CCN(c2ccccc2)CC1)N/N=C/c1ccc([N+](=O)[O-])o1	0.2	0.9	-7.6	0.7	98.2*	-3.8	2.4	-6.7	0.8	0.0
